procasp3 activ – activators of human procaspase-3 D3A mutant, primary screen, biochemical, absorbance, PC-3 D3A mutant, single concentration; Caspase-3 (Homo sapiens), P42574; recombinant procaspase-3 D3A, Ac-DEVD-pNA absorbance 405 nm; activation, % at 8.5 µM; 330,000 compounds, 0.11% hits; AID 463141, 2010;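 active means activation above the mean of all tested compounds plus 3 SD, cut at about 21% in these data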;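 further: 0% = DMSO alone and 100% = DMSO wells spiked with extra 5 µM PC-3 D3A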
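assay system = Procaspase-3 D3A mutant | signal = absorbance at 405 nm, 0 and 120 min | times = 1 h preincubation plus 2 h reaction at 25 °C | repeats = single replicate | read-out = % activation between DMSO and enzyme-spiked controls | medium = Zinc-free HEPES saline buffer with Triton X-100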
PP1 inh – PP1-alpha phosphatase inhibitors, primary screen, counter-screen for PP5 inhibitor project, biochemical, fluorescence, OMFP substrate, single point; Serine/threonine-protein phosphatase PP1-alpha catalytic subunit (Homo sapiens), P62136; purified PP1alpha; inhibition, % at 6.7 µM; 320,000 compounds, 0.9% hits; AID 2235, 2010;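 active means inhibition above the mean inhibition of all tested compounds plus 3 SD, computed separately for each screening campaign, cut at about 15% in these data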
TPT1 inhibitor – Candida albicans TPT1 enzyme inhibitors, primary screen, biochemical, fluorescence polarization; recombinant caTPT1, FP RNA substrate dephosphorylation; inhibition, % at 5 µM; 300,000 compounds, 0.81% hits; AID 1962, 2009;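 active means inhibition above the mean of all tested compounds plus 3 SD, set per screening campaign, cut at about 24% in these data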;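 further: plate controls were DMSO alone for no effect and ferristatin control at 100 nM for full effect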
HCV core dimer – inhibitors of HCV core protein dimerization, primary screen, biochemical, TR-FRET, high-throughput; 300,000 compounds, 0.33% hits; inhibition, % at 5 µM; AID 1899, 2009; TR-FRET GST/Flag-core106 dimerization, 1536-well;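 active means inhibition above the mean of all tested compounds plus 3 SD, set per screening campaign, cut at about 45% in these data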
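assay system = GST-tagged and Flag-tagged HCV core protein residues 1-106 | controls = unlabelled core106 and no-GST-core106 wells | incubation = compound-protein-antibody incubation 4 h at 22.5 °C | probe or stimulus = Eu donor and XL665 acceptor anti-tag antibodies | read-out = % inhibition based on acceptor/donor emission ratio | signal = TR-FRET 671 and 617 nm emission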
PAFAH2 FP inh – PAFAH2 enzyme inhibitors, primary screen, biochemical, fluorescence polarization, human. Platelet-activating factor acetylhydrolase 2, cytoplasmic (Homo sapiens), Q99487. recombinant PAFAH2, FP-rhodamine activity probe. inhibition, % at 3.39 µM. 340,000 compounds, 0.99% hits. AID 492956, 2010;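 active means inhibition above the mean over all tested compounds plus 3 SD, cut at about 30% in these data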;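 further: inhibitors block probe labeling of enzyme so polarization drops; 0% = enzyme with DMSO and 100% = wells lacking PAFAH2 protein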
procasp7 counter – procaspase-7 activators, primary screen, counter-screen for procaspase-3 activator project, biochemical, absorbance, HTS, human; activation, % at 8.5 µM; 330,000 compounds, 0.093% hits; recombinant procaspase-7, Ac-DEVD-pNA absorbance 405 nm; D23A/D198A/D206A triple mutant, cannot self-cleave; scale: DMSO 0, 5 µM enzyme 100; Caspase-7 (Homo sapiens), P55210;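 active means percent activation above the screen-wide mean plus 3 SD, cut at about 25% in these data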
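System: Uncleavable procaspase-7 mutant enzyme; Amount: 2 µM procaspase-7 mutant as dispensed; Schedule: 1 h compound preincubation, 2 h substrate cleavage, 25 °C; Measured by: 405 nm absorbance of p-nitroaniline; Evaluation: percent activation from buffer-corrected 0–120 min absorbance change; Control set: low DMSO alone, high DMSO plus 5 µM PC-7.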
CTSL1 counter – Fasciola hepatica cathepsin L1 inhibitors, primary screen, counter-screen for PFM18AAP inhibitor project, biochemical, QFRET, fluorogenic peptide substrate | AID 1906, 2009 | 300,000 compounds, 0.49% hits | inhibition, % at 5.96 µM | recombinant F. hepatica cathepsin L1, Z-Leu-Arg-MCA fluorescence;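 active means inhibition above the mean of all tested compounds plus 3 SD, set per screening campaign, cut at about 17% in these data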;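 further: 0% = plate median of test compound wells and 100% = 1 µM Z-Phe-Ala-diazomethylketone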
AHR act – AHR activators, primary screen, cell-based, luminescence, luciferase reporter, human; Aryl hydrocarbon receptor (Homo sapiens), P35869; AHR-responsive luciferase reporter cells; activation, % at 5 µM; 320,000 compounds, 2.5% hits; AID 2796, 2010; in the data active means activation above about 47%;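 further: 0% = vehicle wells and 100% = reference agonist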
Target sequence (P35869 whole entry, looked up): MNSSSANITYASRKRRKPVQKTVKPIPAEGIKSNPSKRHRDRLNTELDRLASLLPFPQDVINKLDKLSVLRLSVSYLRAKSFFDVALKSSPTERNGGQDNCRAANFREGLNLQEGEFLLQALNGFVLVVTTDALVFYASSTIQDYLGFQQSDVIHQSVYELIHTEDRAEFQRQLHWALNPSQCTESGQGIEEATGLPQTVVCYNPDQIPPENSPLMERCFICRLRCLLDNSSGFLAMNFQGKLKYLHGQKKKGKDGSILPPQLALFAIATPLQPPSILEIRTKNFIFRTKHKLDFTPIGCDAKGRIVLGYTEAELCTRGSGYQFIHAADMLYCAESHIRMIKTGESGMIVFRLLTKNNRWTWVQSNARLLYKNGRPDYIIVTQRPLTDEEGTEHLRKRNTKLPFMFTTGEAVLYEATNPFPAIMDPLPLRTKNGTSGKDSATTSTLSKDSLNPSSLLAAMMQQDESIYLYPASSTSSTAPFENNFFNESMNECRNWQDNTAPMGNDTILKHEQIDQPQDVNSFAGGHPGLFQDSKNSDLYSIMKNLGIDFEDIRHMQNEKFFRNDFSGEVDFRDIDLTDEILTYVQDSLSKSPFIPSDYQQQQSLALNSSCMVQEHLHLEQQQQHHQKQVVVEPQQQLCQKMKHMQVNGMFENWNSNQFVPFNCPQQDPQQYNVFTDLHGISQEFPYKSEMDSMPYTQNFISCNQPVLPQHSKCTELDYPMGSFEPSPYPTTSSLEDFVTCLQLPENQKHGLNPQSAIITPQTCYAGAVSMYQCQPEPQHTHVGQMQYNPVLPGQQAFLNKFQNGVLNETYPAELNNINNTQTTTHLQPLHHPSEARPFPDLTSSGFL
PP5 inh – PP5 phosphatase inhibitors, primary screen, biochemical, fluorescence. purified PP5c, OMFP substrate fluorescence. inhibition, % at 6.7 µM. 320,000 compounds, 0.18% hits;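 active means inhibition above the campaign's mean inhibition across all tested compounds plus 3 SD, cut at about 9.5% in these data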;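 further: 0% = DMSO only and 100% = 100 µM cantharidin control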
Active calls of the source: *; . = not tested or not shown.

SMILES	procasp3 activ	PP1 inh	TPT1 inhibitor	HCV core dimer	PAFAH2 FP inh	procasp7 counter	CTSL1 counter	AHR act	PP5 inh
CCOC(=O)C1(Cc2ccccc2C(F)(F)F)CCN(C(C)COC)CC1 (stereo not drawn)	1	-1	2	-3	1	-6	-3	4	1.3
O=C(/C=C/Nc1ccc(S(=O)(=O)Nc2cnc3ccccc3n2)cc1)c1ccccc1	1	-6	2	5	0	0	6	2	-0.7
COc1ccc(CNC(=O)C2CCCN(S(=O)(=O)c3ccc(F)cc3)C2)cc1 (stereo not drawn)	-2	-3	1	4	0	4	-5	2	3.0
CC(C)C[C@H]1CN=C(Nc2ccccc2)N1CCCC1CCCCC1	-3	-1	-1	-10	11	11	0	1	0.8
CC(=O)Oc1ccc(/C=C2\N=C(C3CCCCC3)OC2=O)cc1	-4	0	1	-3	4	7	23*	-1	0.1
Cc1cc(C(=O)N/N=C/c2cc(Cl)cc([N+](=O)[O-])c2O)c2ccccc2n1	-1	0	4	-4	15	-10	7	3	4.6
Cc1cccc(C(=O)N[C@H](C(=O)OCC(=O)NC(=O)c2cccn2C)C(C)C)c1	4	-1	-1	-2	6	-4	-19	4	1.1
Cc1cc(N/N=C\c2ccc(Br)cc2)nc(-n2nc(C)cc2C)n1	10	22*	-4	1	-1	0	1	27	5.5
O=C(/C=C/c1ccccc1)N1CCCN(C(=O)/C=C/c2ccccc2)CC1	-2	5	-1	-2	3	15	2	4	0.4
O=C(/C=N/O)Nc1ccccc1C(=O)O	2	2	-3	5	-3	-13	5	1	0.3
C(=N\n1cnnc1)/c1ccc(OCc2cccc3ccccc23)cc1	-2	14	-3	4	-5	11	2	-4	3.6
CC(C)CCNC(=O)c1ccc(Cl)c(N)c1	-12	-5	-2	1	.	1	-1	3	-2.0
CC1Cc2ccccc2N1C(=O)CN(C)CC(=O)Nc1cccc(F)c1 (stereo not drawn)	6	-1	.	.	2	1	.	4	2.6
Cc1cc(C(=O)Nc2cccc(O)c2)c(C)o1	-1	-2	-2	-3	-4	-9	1	11	1.9
Cn1cnnc1SCC(=O)Nc1ccc(Cl)cn1	-11	-3	-1	-1	5	2	1	10	2.2
CCC1S/C(=N/N=C/c2cccs2)NC1=O (stereo not drawn)	4	4	-1	-2	2	2	4	10	0.4
O=C(Nc1ccc(CN2CCS(=O)(=O)CC2)cc1)c1ccccc1	-2	-7	-3	6	-3	3	2	3	1.0
CC(=O)c1cccc(NC(=O)CC2S/C(=N/N=C/c3cccs3)NC2=O)c1 (stereo not drawn)	3	6	-1	0	-2	6	3	7	-2.3
COc1ccc(CN2CCC(n3nccc3NC(=O)C3CCCC3)CC2)cc1	5	-3	3	2	6	10	1	3	0.9
O=C1CSC(=S)N1c1ccc(F)c(Cl)c1	-6	6	-4	-9	-9	-34	-3	4	0.4

Ordered by SMILES length (high to low): some entries from above
SMILES	procasp3 activ	PP1 inh	TPT1 inhibitor	HCV core dimer	PAFAH2 FP inh	procasp7 counter	CTSL1 counter	AHR act	PP5 inh
Cc1cccc(C(=O)N[C@H](C(=O)OCC(=O)NC(=O)c2cccn2C)C(C)C)c1	4	-1	-1	-2	6	-4	-19	4	1.1
O=C(/C=C/Nc1ccc(S(=O)(=O)Nc2cnc3ccccc3n2)cc1)c1ccccc1	1	-6	2	5	0	0	6	2	-0.7
COc1ccc(CNC(=O)C2CCCN(S(=O)(=O)c3ccc(F)cc3)C2)cc1 (stereo not drawn)	-2	-3	1	4	0	4	-5	2	3.0
O=C(/C=C/c1ccccc1)N1CCCN(C(=O)/C=C/c2ccccc2)CC1	-2	5	-1	-2	3	15	2	4	0.4
CCOC(=O)C1(Cc2ccccc2C(F)(F)F)CCN(C(C)COC)CC1 (stereo not drawn)	1	-1	2	-3	1	-6	-3	4	1.3
COc1ccc(CN2CCC(n3nccc3NC(=O)C3CCCC3)CC2)cc1	5	-3	3	2	6	10	1	3	0.9
CC1Cc2ccccc2N1C(=O)CN(C)CC(=O)Nc1cccc(F)c1 (stereo not drawn)	6	-1	.	.	2	1	.	4	2.6
CC(=O)Oc1ccc(/C=C2\N=C(C3CCCCC3)OC2=O)cc1	-4	0	1	-3	4	7	23*	-1	0.1
CC(C)C[C@H]1CN=C(Nc2ccccc2)N1CCCC1CCCCC1	-3	-1	-1	-10	11	11	0	1	0.8
Cc1cc(C(=O)Nc2cccc(O)c2)c(C)o1	-1	-2	-2	-3	-4	-9	1	11	1.9
CC(C)CCNC(=O)c1ccc(Cl)c(N)c1	-12	-5	-2	1	.	1	-1	3	-2.0
O=C(/C=N/O)Nc1ccccc1C(=O)O	2	2	-3	5	-3	-13	5	1	0.3

Next structures:
SMILES	procasp3 activ	PP1 inh	TPT1 inhibitor	HCV core dimer	PAFAH2 FP inh	procasp7 counter	CTSL1 counter	AHR act	PP5 inh
COc1ccccc1NC(=O)c1cc2ccc(O)cc2o/c1=N\O	-9	0	18	-21	5	-9	-1	-1	3.4
c1ccc(-c2nnc3sc(-c4cc5ccccc5o4)nn23)cc1	0	1	3	2	-1	-4	4	-4	3.5
O=C(c1cc([N+](=O)[O-])ccc1N1CCCCC1)N1CCc2ccccc21	2	-2	2	13	2	-14	2	3	4.5
CCOc1ccc(S(=O)(=O)c2c[nH]c3ccccc3c2=O)cc1	-4	-5	-3	-134	3	11	-3	1	-3.3
CCCc1ccc2oc(C(=O)N3CCN(c4cnccn4)CC3)c(C)c2c1	-1	4	2	6	13	11	1	24	2.3
COc1cccc([C@@H]2CC=C(C(=O)O)[C@H](c3ccc(F)cc3)N2S(=O)(=O)c2ccc(C)cc2)c1	-13	2	-1	9	-3	3	0	-4	1.0
N#C/C(=C\c1ccc(-c2ccc(C(=O)O)cc2)o1)C(=O)Nc1ccc(F)cc1	-15	1	33*	-15	2	-4	3	77*	4.7
CN(CC(=O)Nc1ccc2c(c1)OCCO2)S(=O)(=O)c1cccc2cccnc12	6	-3	-1	2	6	5	-3	3	1.8
COc1cc(NC(=O)CN2C(=O)C(C)N(c3ccc(C)cc3)C2=O)cc(OC)c1 (stereo not drawn)	6	-1	1	0	-10	-3	1	3	2.1
Cc1csc(SCCn2c(N3CCN(c4ccccc4)CC3)nc3c2c(=O)[nH]c(=O)n3C)n1	-5	1	-3	4	-6	2	-2	2	-1.9
CCCOc1ccc(Br)cc1CSC(=N)N	4	-7	2	-7	3	6	-1	-4	2.0
COc1ccc(-c2cn[nH]c2N)c(OC)c1	-4	-1	-2	-2	6	12	0	0	-0.6
O=C(CP(=O)(c1ccccc1)c1ccccc1)Nc1nc2ccccc2s1	1	0	-2	1	0	1	0	7	-0.5
COC(=O)N[C@@H]1C[C@H]2[C@@H]3CC[C@H]4C[C@@H](OC)CC[C@]4(C)[C@H]3CC[C@@]12C	6	0	.	.	0	5	.	0	1.5
CCn1nc(NS(=O)(=O)c2cccc3nonc23)c2cc3ccc(C)cc3nc21	10	3	-1	-16	6	5	0	8	2.2
CCn1cc(C(=O)O)c(=O)c2cc(S(=O)(=O)N3CCCCCC3)ccc21	0	12	5	-1	13	4	4	0	0.3
CCN(CC(=O)Nc1ccccc1OC)C(=O)CSCc1c(C)noc1C	1	1	0	-3	2	3	0	1	0.6
CC(=O)c1ccc(NC(=O)/C(=C\c2ccco2)NC(=O)c2ccco2)cc1	-8	-1	8	-4	3	-5	4	2	2.6
Cc1ccc(-c2csc(NC3OC(=O)c4ccccc43)n2)cc1 (stereo not drawn)	0	-1	0	1	-4	5	-2	-2	-3.3
CCOc1ccccc1OCCCC(=O)N(C)CC(=O)Nc1cc(C)ccc1C	3	-2	0	-2	6	5	-1	7	-1.2
COc1ccc(C(=O)CSc2nnc(CCc3ccccc3)n2-c2ccccc2)cc1	-2	4	-1	11	-8	1	2	-2	0.8
Fc1ccc(-c2cn3cc(C(F)(F)F)cc(Cl)c3n2)cc1	3	2	2	3	-5	-3	2	42	1.9
O=C(c1ccccc1)N1N=C(c2ccc(F)cc2)CC1(O)C(F)(F)F (stereo not drawn)	4	-1	-4	6	5	4	0	5	1.2
COc1ccc(Cc2nnc(SC(C)C(=O)Nc3ccc(F)cc3Cl)o2)cc1 (stereo not drawn)	5	-1	2	3	8	0	7	-1	0.2
CC1CC(=S)Nc2ccccc2S1 (stereo not drawn)	2	-4	-1	2	-1	2	3	0	0.0
Cc1ccc2c(c1)NC(=O)[C@@]1(C)[C@@H](c3ccccc3)[C@H]3COc4ccc(Cl)cc4[C@@H]3N1C2=O	8	.	.	.	-24	4	.	13	.
CC(NC(=S)Nc1ccc(OC(F)F)cc1)c1ccc(F)cc1 (stereo not drawn)	9	0	-1	-2	8	2	-6	2	-0.1
CC(C)C(=O)NC(=S)Nc1ccc(S(=O)(=O)N2CCN(C)CC2)cc1	-4	-2	-4	-10	-6	5	4	0	0.4
CCN(CC)S(=O)(=O)c1ccc(OC)c(NC(=O)C2CC(=O)N(c3ccc4c(c3)OCCO4)C2)c1 (stereo not drawn)	-7	0	-1	-2	8	-3	1	-1	2.6
COc1ccc(C(=O)NC(=S)NNC(=O)c2ccc(NC(C)=O)cc2)cc1Br	-73	-2	0	1	-1	-18	2	-1	-0.7
CCOC(=O)c1sc2nc3c(SCC(=O)O)cc(C(=O)c4ccccc4O)cn3c(=O)c2c1C	-12	13	3	-302	-57	5	2	1	1.2
CCOC(=O)C1=C(CP(=O)(c2ccccc2)c2ccccc2)NC(=O)NC1c1ccc(OC)cc1 (stereo not drawn)	5	-2	1	8	-10	-6	3	1	2.0
